PLCb3 inh = PLC-beta3 (human) inhibition, primary screen. Q01970. Purified PLC-beta3, fluorogenic substrate, fluorescence. inhibition, % at 12.2 µM. 0.18% of 370,000 active. AID 720704; in the data active = inhibition above about 11%;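 note: 0% = median of compound wells on plate and 100% = full blocker control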
KLK7 zymogen act = activates the human kallikrein-7 zymogen. P49862. purified proKLK7, EDANS-DABCYL substrate fluorescence; 100% is mature enzyme control, 0% vehicle. activation, % at 7 µM. 0.9% of 370,000 active;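 active = activation above the mean of all tested compounds plus 3 SD, computed per campaign excluding outliers beyond control limits, cut at about 13% in these data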
HGIII-sPLA2 inh = Blocks human group III sPLA2 activity; Q9NZ20; QFRET BODIPY PC-A2 liposome hydrolysis, fluorescence; inhibition, % at 12.2 µM; 0.56% of 370,000 active;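 active = inhibition above mean plus 3 SD of compounds lying within the high and low control bounds, cut at about 19% in these data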;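 note: 0% = median of test compound wells and 100% = no enzyme DMSO wells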
Tn7 DDE FP = inhibitors of Tn7 peptide binding to human fibrin DD(E). P02675. FP displacement of FITC-Tn7 peptide from fibrin DD(E); 0% = median of compound wells per plate. inhibition, % at 8.3 µM. 0.13% of 370,000 active. AID 720508;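 active = inhibition above the mean of compounds falling within the control limits plus 3 SD of them, cut at about 14% in these data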;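 note: 0% = plate median of compound wells and 100% = 10 µM Aha-Tn7 peptide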
Target sequence (P02675 whole entry, looked up): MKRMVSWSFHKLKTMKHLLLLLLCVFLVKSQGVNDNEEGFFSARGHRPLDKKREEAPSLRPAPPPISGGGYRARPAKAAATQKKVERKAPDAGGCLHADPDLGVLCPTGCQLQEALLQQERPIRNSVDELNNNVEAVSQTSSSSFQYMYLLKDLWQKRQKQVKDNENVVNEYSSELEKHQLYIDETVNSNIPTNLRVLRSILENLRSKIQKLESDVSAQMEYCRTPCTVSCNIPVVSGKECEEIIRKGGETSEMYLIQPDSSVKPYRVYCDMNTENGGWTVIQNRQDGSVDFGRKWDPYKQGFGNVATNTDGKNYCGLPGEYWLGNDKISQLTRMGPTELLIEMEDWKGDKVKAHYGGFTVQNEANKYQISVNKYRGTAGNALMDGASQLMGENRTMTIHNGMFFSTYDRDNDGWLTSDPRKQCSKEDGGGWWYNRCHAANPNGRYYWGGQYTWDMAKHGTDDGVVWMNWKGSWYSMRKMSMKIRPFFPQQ
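Assay system: Fibrin-DD(E) protein isolated from polymerized human fibrin clots; read-out basis: percent inhibition; medium: Tris/NaCl/CaCl2 buffer, pH 7.8; signal: FP measurement; incubation: 10 min plus 3 h, room temperature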
UHRF1 binding = UHRF1 methyl-DNA binding inhibition; inhibition, % at 4.4 µM; Q96T88; UHRF1 binding to methylated oligo, TR-FRET; 0.75% of 370,000 active; in the data active = inhibition above about 21%;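 note: UHRF1 SRA domain binding a hemimethylated CpG hairpin DNA probe; 0% = median of test compound wells and 100% = reference inhibitor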
PLC-gamma1 inh = PLC-gamma1 (human) inhibition, primary screen; AID 720700; 0.84% of 370,000 active; purified PLC-gamma1, fluorogenic substrate, fluorescence; inhibition, % at 12.2 µM; in the data active = inhibition above about 9.5%
ARFGAP1 inh = inhibitors of rat ARFGAP1; Q62848; Arfgap1-stimulated ARF1 GTP hydrolysis, GDP FP detection; inhibition, % at 16.5 µM; 0.26% of 360,000 active; AID 651572;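 active = inhibition above a per-plate limit, mean inhibition of low control wells plus 3 SD, cut at about 25% in these data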;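 note: 0% = DMSO wells with enzyme and 100% = wells lacking Arfgap1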
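Repeats: one replicate per compound; assay system: rat Arfgap1 catalytic domain, aa 1-136; times: enzyme reaction 120 min at 25 °C after 20 min preincubation; detection: FP of antibody-bound GDP Alexa 633 tracer, ex 620/em 688 nm; benchmarks: high control wells lacking Arfgap1, low control full reaction with DMSO; reagent: human ARF1(Δ1-17)-GTP substrate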
NR1D1 modulator = Rev-erb alpha (human) modulation. P20393. Rev-erbα–FITC-DNA binding, fluorescence polarization, 90 min. activity, % at 10 µM. 0.79% of 370,000 active. AID 1259318;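 active = activity above about 14%, limit read from the data; passing the limit was not always enough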;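 note: 0% = DMSO wells with 35 nM protein and 100% = DMSO wells with 750 nM protein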
DDE Tn6 FP inh = DD(E)-Tn6 binding inhibition, primary FP screen; 0.21% of 370,000 active; Fibrin DD(E) TRITC-Tn6 fluorescence polarization displacement; inhibition, % at 8.3 µM; P02675; AID 720509;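 active = inhibition above a per-campaign cutoff: mean of compounds within control limits plus 3 SD, cut at about 15% in these data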;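 note: 0% = median of all compound wells on the plate and 100% = blocking peptide control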
ASAP1 inh = blocks human ASAP1-stimulated Arf1 GTP hydrolysis; inhibition, % at 16.5 µM; Q9ULH1; GDP FP detection; AID 624377; 0.19% of 360,000 active; in the data active = inhibition above about 25%;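 note: 0% = vehicle with enzyme and substrate and 100% = no enzyme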
Target sequence (Q9ULH1 325-724 limits assumed): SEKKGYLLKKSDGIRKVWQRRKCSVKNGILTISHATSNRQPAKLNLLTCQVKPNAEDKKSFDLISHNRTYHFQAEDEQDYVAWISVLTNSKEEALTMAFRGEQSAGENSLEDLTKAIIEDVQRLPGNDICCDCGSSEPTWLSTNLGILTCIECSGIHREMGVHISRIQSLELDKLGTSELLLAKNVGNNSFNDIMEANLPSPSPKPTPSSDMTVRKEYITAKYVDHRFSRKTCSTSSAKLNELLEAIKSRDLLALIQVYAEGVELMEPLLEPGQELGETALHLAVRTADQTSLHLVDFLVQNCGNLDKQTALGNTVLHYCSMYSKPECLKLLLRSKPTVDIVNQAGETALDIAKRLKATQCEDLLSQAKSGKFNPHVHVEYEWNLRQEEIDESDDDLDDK
The depositor's hits bear a star; i = inactive; · = no result given. An unsorted share of the library; overall some 4.5% were active at least once.

Structure	DDE Tn6 FP inh	PLC-gamma1 inh	HGIII-sPLA2 inh	UHRF1 binding	KLK7 zymogen act	Tn7 DDE FP	NR1D1 modulator	PLCb3 inh	ARFGAP1 inh	ASAP1 inh
Cn1c(Cn2c(=O)sc3ccccc32)nnc1SCC(=O)NCc1ccc(F)cc1	-1	0	-1	2	0.5	-1	-2	-18	-3	0
Cc1ccccc1NC(=O)CCS(=O)(=O)c1ccc(Br)s1	-4	-3	-1	1	-0.6	-2	2	-6	5	6
COC(=O)c1cccc(NC(=O)c2ccc3c(c2)C(=O)N(C(C)(C)C)C3=O)c1	-2	2	-3	-2	0.3	3	-3	-3	12	11
CCC[C@H]1COCCS(=O)(=O)N1Cc1ccccc1	7	0	6	-2	0.8	1	-3	2	2	5
CCn1cc(C(=O)NCCN(C)C)c(=O)c2cc(F)c(N3CCN(C)CC3)cc21	-1	-39	0	16	7.5	-6	6	-61	-2	20
CN1C(=O)c2cccc3c(S(=O)(=O)NCCc4ccccc4)ccc1c23	-2	i	-13	-4	-2.5	0	-4	i	-5	-11
CCCc1nc(SCC(=O)Nc2cc(C)on2)c2ccccc2n1	0	0	1	2	0.3	1	4	0	2	1
Cc1ccc(C2N(c3ccc(Cl)cc3)C(=O)N3CCCN23)cc1 (stereo not drawn)	6	-3	2	12	0.1	4	-1	-4	1	6
O=C(N/N=C/C1CC=CCC1)c1ccccc1O (stereo not drawn)	5	-18	-3	1	1.2	3	0	-22	1	0
CC(=O)c1sc(NC(=O)C=C(C)C)nc1C	3	-3	7	2	-0.2	7	2	-3	-3	4
Cc1ccc(-c2csc3nc(C)n(N)c(=O)c23)cc1	4	3	-2	-1	0.2	5	-1	3	3	0
COC(=O)[C@]1(C)N[C@H](CN(C)S(=O)(=O)c2ccc(OC(F)(F)F)cc2)[C@@H]2C(=O)N(C)C(=O)[C@@H]21	4	1	8	-2	0.6	7	0	0	2	6
O=C(CN1C(=O)CCS(=O)(=O)c2ccccc21)NCc1ccc2c(c1)OCO2	-3	0	4	0	0.0	-2	0	-1	-4	12
COc1cc2c(cc1OC)CN(C(=O)Nc1ccccc1Cl)CC2	-3	-47	2	0	12	2	4	-80	1	8
Cc1cccc(NC(=O)CCN2C(=O)C3C4C=CC(C4)C3C2=O)n1 (stereo not drawn)	-6	0	1	-1	-0.2	-7	0	1	-4	2
COc1cccc(/C=N/N2CCOCC2)c1O	-1	1	5	-1	-2.2	-3	0	3	5	-1
O=C(COc1ccc2ccc(=O)oc2c1)NC1CCN(Cc2ccccc2)CC1	-6	-55	1	2	-0.2	11	3	-34	7	-3
N#CC1=C(N)OC2=C(C(=O)CCC2)C1c1cc2c(cc1Br)OCO2 (stereo not drawn)	3	-1	-2	-1	-0.7	-7	0	-5	3	-4
CCOc1ccc(CN2CCNC(=O)C2CC(=O)OC)cc1 (stereo not drawn)	7	-1	0	-3	-0.2	-2	1	-2	7	5
O=C(O)c1cccc(N/C(=N\S(=O)(=O)c2ccccc2)c2ccccc2)c1	0	2	-2	-2	0.2	3	·	-3	-4	15
CCCNC(=O)c1sc2c(c1C(=O)Nc1ccccn1)CCCC2	-1	-37	5	2	-0.9	-1	3	-65	-14	-1
CCC(=O)N1CCCC(C(=O)Nc2nc3ccccc3[nH]2)CC1 (stereo not drawn)	-3	3	3	-2	0.7	-5	3	5	10	13
Cc1ccc(C#N)c(SCc2cccc(Br)c2)n1	-4	0	-7	0	-0.2	-7	0	-10	-4	9
CCN(CC)S(=O)(=O)c1ccc(NS(=O)(=O)c2ccc(OC)c([N+](=O)[O-])c2)cc1	8	0	-30	0	-0.6	1	0	2	-9	-7

Part of the list above with just UHRF1 binding:
SMILES	UHRF1 binding
CC(=O)c1sc(NC(=O)C=C(C)C)nc1C	2
O=C(N/N=C/C1CC=CCC1)c1ccccc1O (stereo not drawn)	1

Continuation:
Structure	DDE Tn6 FP inh	PLC-gamma1 inh	HGIII-sPLA2 inh	UHRF1 binding	KLK7 zymogen act	Tn7 DDE FP	NR1D1 modulator	PLCb3 inh	ARFGAP1 inh	ASAP1 inh
CN(C)S(=O)(=O)N1CCC(Oc2cccc(C(=O)NCCC3=CCCCC3)c2)CC1	-4	11*	-15	6	0.3	-7	3	-10	11	2
O=C(O)C(c1ccccc1)C(O)c1ccc2c(c1)OCO2 (stereo not drawn)	-2	-2	-4	0	-0.7	4	-2	-3	10	-5
O=C(c1ccccc1Cl)N1CCN(c2ccccn2)CC1	3	0	2	-1	0.2	11	-2	0	-6	2
Cc1nonc1NC(=O)CSc1nnc(-c2ccoc2C)n1-c1cccc(Cl)c1	-3	2	-12	-3	-0.1	6	2	3	2	9
O=C(Nc1cc(S(=O)(=O)N2CCCC2)ccc1OCC(F)(F)F)c1ccncc1	-7	2	2	-1	0.8	2	1	5	5	-8
Nc1cc(C2CCCC2)nn1-c1ccccc1	-8	4	2	-2	0.1	-4	0	2	2	-12
CC(=O)NC(C)(c1ccccc1)c1nc(-c2cccc3cccnc23)cs1 (stereo not drawn)	-12	-14	-8	-2	0.7	1	7	-14	6	6
CCCNC(=O)c1onc(CSc2ccc(Cl)cc2)c1C(=O)NCCC(C)C	4	0	-7	-2	0.0	3	4	-2	-5	5
Cc1cc(=O)[nH]c(SCC(=O)NN(c2ccccc2)c2ccccc2)n1	0	-1	-6	16	0.5	1	-2	-8	-3	1
Cc1ccccc1OCC(=O)N/N=C/c1ccc([N+](=O)[O-])o1	-4	-2	2	2	0.2	-6	-5	-7	4	0
Cc1c(C(=O)N2CCCC2)oc2c1-c1nn(CC(=O)NCCCN3CCCCC3)cc1CC2	0	-27	1	-1	1.7	0	5	-39	17	-7
Cc1ccc(Cl)cc1N1C(=O)CC(C)(C)CC1=O	6	3	5	1	-0.2	-2	0	-1	14	1
Cc1ccc(S(=O)(=O)c2nc(-c3ccc(F)cc3)oc2N2CCOCC2)cc1	-7	5	3	-2	-0.2	-4	10	-2	7	4
COc1ccc(CC(=O)NC2CC(C)(C)NC(C)(C)C2)cc1	8	-3	6	1	-0.6	6	-3	-2	-16	6
OCC(O)C1OC(c2ccco2)OC(CO)C1O (stereo not drawn)	-5	0	7	1	0.3	-5	1	0	-2	-7
CCOc1ccccc1OCC(=O)NCCc1ccc(S(N)(=O)=O)cc1	-9	8	2	3	0.5	1	5	-3	4	4
COc1ccc(S(=O)(=O)Nc2cc(Cl)ccc2OC)cc1	0	1	-19	-4	0.5	3	7	-1	-5	-5
CCCNC(=S)NCc1ccc(Cl)cc1	2	-1	10	17	0.3	-4	-6	4	-1	1
C[C@H](CO)N1C[C@H](C)[C@@H](CN(C)S(=O)(=O)c2ccc(F)cc2)Oc2ccc(NS(=O)(=O)c3ccc(F)cc3)cc2C1=O	6	2	-32	-1	-0.2	4	-3	2	13	3
CCCCCC1NC(=O)NC1CCCCCC(=O)O (stereo not drawn)	4	1	7	0	-1.1	-1	2	0	9	-13
O=C(COc1ccc(N2C(=O)c3ccccc3C2=O)cc1)c1ccccc1	-1	1	-1	1	0.2	-5	1	3	18	4
O=C(Nc1ccc(Cl)cc1)Nn1cnc2ccccc2c1=O	6	3	-7	-1	-0.4	-5	-1	-1	6	-4
CCN(C(=O)COC(=O)c1oc2ccccc2c1C)c1c(N)n(Cc2ccccc2)c(=O)[nH]c1=O	2	0	-2	1	-0.6	-1	-3	-2	-9	-5
CC(C)(C)c1ccc(C(=O)Nc2c3c(nn2C(C)(C)C)CS(=O)(=O)C3)cc1	3	2	-8	2	0.1	-3	-2	0	13	-16
Cc1ccc(C(c2sc3nc(C)nn3c2O)N2CCN(C(=O)c3ccco3)CC2)cc1 (stereo not drawn)	1	-1	1	0	0.5	-4	-5	-1	2	-3
CC(=O)Nc1ccc(S(=O)(=O)Nc2cc(Cl)ccc2N2CCOCC2)cc1	-2	-3	-3	4	0.3	3	-7	-7	0	6
CC(C)CN1CN(Cc2ccco2)CNC1=S	5	1	6	1	-0.3	5	4	4	0	-4
O=C(N/N=C/c1c(F)c(F)c(F)c(F)c1F)c1cccc(S(=O)(=O)N2CCOCC2)c1	-4	4	12	3	-0.2	0	-2	-4	2	3
Cc1cc(N/N=C/c2ccccc2)nc(N2CCOCC2)n1	-1	-2	-13	1	-0.1	1	-7	-11	-1	0
O=C(Nc1cccc2c1C(=O)NC2=O)c1cccnc1Cl	-10	-7	1	0	-1.1	-3	2	-8	1	9
O=C(CCc1ccccc1)Nc1ccccc1C(=O)N1CCOCC1	1	2	2	-1	-0.4	-2	-5	-2	4	3
CCOc1ccc(CCNC(=O)COC(=O)/C=C/c2ccc(C)o2)cc1OCC	-2	2	-3	-2	0.7	4	1	-5	-4	-9
O=C(CN(C1CCCCC1)S(=O)(=O)c1ccccc1)N1CCCC1	-4	1	2	0	-0.1	4	1	5	3	-16

Compound activity as filed in PubChem.
